# Compound activity from PubChem.
# TRPC6 inh: inhibitors of mouse TRPC6 channel. 310,000 tested, 1.1% active. B-score at 10 µM. AID 2553. HEK293-TRPC6, membrane potential dye, ACh-evoked depolarization; stronger effect = lower value;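 active = B-score under library mean minus 3 SD, initial fluorescence not abnormally high, positive integrated signal ratio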;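 also: B-score derived from integrated fluorescence ratio over the kinetic read; more negative B-score means stronger inhibition of depolarization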
# MrgX1 antag: human MrgX1 receptor antagonism, primary screen | Q96LB2 | MRGX1-HEK293 calcium flux, Fluo-4, BAM8-22 antagonism; stronger effect = lower value | B-score at 10 µM | 310,000 tested, 1.3% active | AID 588676;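 active = calcium-response B-score plate-corrected more than 3 library SD below zero, starting fluorescence within 5 deviations, no agonist response on first addition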;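 also: peak minus trough fluorescence over baseline after final BAM8-22 challenge near maximal dose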
# RGS4 inh: human RGS4 inhibition; P49798; HEK293 M3R/RGS4 inducible, Fluo-4 calcium flux; stronger effect = higher value; triggered by carbachol at its EC20; B-score at 10 µM; 310,000 tested, 0.45% active; AID 463165;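 active = B-score, a plate-corrected calcium signal, over three deviations above library mean, with baseline fluorescence within five deviations of library mean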;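 also: RGS4 expression induced by doxycycline in cells with stable M3 receptor; B-score is computed from the integrated fluorescence ratio over baseline after carbachol; higher B-score means a larger calcium signal and so more RGS4 inhibition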
# ANO1 block: blocks the mouse calcium-activated chloride channel TMEM16A; Q8BHY3; HEK293 TMEM16A/YFP iodide influx fluorescence, ionomycin; normalized B-score (activity score, 25-100; higher = stronger inhibition) at 10 µM; 310,000 tested, 1.2% active; AID 588511;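 active = ratio plate-corrected score three or more library SD toward inhibition, starting fluorescence score within five deviations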;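 also: score derived from kinetic fluorescence span divided by baseline fluorescence per well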
# TRPC4 block: TRPC4 (mouse) channel inhibition. Q9QUQ5. 300,000 tested, 0.39% active. B-score at 10 µM. HEK293 TRPC4beta/mu-opioid, DAMGO-evoked Fluo4 calcium flux; stronger effect = lower value;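 active = B-score over 3 SD under the library average, no early fluorescence shift, positive overall ratio signal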
# Target sequence (Q9QUQ5 whole entry, looked up): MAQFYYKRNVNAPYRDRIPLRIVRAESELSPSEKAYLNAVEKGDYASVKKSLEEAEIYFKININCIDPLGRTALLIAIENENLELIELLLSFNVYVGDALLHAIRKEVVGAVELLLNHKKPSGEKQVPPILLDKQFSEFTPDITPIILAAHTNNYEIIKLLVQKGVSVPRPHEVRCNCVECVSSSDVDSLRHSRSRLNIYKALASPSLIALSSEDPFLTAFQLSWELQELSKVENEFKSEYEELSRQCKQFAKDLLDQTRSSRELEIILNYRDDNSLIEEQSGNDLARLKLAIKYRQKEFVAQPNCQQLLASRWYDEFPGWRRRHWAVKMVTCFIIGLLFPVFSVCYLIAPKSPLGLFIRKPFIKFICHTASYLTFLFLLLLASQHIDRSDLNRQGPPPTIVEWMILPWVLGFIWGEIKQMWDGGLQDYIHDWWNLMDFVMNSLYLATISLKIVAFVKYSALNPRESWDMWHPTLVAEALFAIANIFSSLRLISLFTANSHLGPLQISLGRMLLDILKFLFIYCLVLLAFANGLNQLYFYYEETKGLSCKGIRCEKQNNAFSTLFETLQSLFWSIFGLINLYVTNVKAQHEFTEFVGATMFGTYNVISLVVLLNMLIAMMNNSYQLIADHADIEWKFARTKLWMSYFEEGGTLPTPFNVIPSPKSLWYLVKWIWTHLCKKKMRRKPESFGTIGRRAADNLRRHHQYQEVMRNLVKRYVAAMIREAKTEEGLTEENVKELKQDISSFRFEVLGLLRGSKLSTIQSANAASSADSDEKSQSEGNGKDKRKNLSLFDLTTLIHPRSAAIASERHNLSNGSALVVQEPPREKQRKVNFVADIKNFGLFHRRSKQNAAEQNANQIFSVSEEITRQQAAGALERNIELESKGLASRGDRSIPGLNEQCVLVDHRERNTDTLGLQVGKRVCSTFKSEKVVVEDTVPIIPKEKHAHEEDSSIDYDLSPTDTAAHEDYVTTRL
#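 Test system – stable TRPC4beta/mu-opioid receptor HEK293 cells · Probe or stimulus – DAMGO, a submaximal dose followed by a maximal one · Dosing – one concentration per compound · Signal – Fluo4 calcium fluorescence by kinetic imaging, 5 s 1 Hz baseline · Evaluation – per-well B score of integrated baseline-normalized Fluo4 ratio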
# TRPC6 act: activates the mouse TRPC6 cation channel; HEK293-TRPC6 membrane potential dye fluorescence; stronger effect = higher value; B-score at 10 µM; 310,000 tested, 0.13% active; AID 2550;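 active = B-score of the integrated fluorescence ratio above library mean plus 3 SD, and starting fluorescence ratio within library mean plus 5 SD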;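 also: higher score means more depolarization so channel activation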
# MrgX1 allo act: human MrgX1 positive allosteric modulation, primary screen | AID 588675 | B-score at 10 µM | 310,000 tested, 0.63% active | MrgX1-HEK293, Fluo-4 calcium flux, FDSS; stronger effect = higher value;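 active = plate-corrected calcium response at least 3 library SD above typical, normal starting fluorescence, not activating the receptor alone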;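 also: compound read alongside a low EC10 to EC30 dose of BAM8-22 agonist; peak minus trough fluorescence over baseline measured at the second addition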
# TRPC4 agonist: activators of mouse TRPC4 channel; Q9QUQ5; HEK293 TRPC4beta/mu-opioid, Fluo4 calcium fluorescence; stronger effect = higher value; B-score at 10 µM; 310,000 tested, 0.49% active;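 active = B-score above 5 SD of library B-scores, and initial fluorescence ratio not above library mean plus 5 SD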;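 also: positive B-score marks a calcium rise read as TRPC4 activation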
#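 System – HEK293 cells stably co-expressing mouse TRPC4beta and mu-opioid receptor · Signal – Fluo4 calcium-sensitive dye fluorescence, kinetic, 1 Hz baseline · Benchmarks – buffer (low) and maximal DAMGO (high) · Read-out – B score of integrated fluorescence ratio per well · Incubation – dye loading 45 min room temperature, 110 s kinetic read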
# TMEM16A act: activators or potentiators of mouse TMEM16A chloride channel; 340,000 tested, 0.3% active; HEK293 TMEM16A/YFP-H148Q/I152L, iodide quench fluorescence; stronger effect = lower value; Q8BHY3; AID 623877; B-score at 10 µM;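 active = fluorescence-ratio B-score plate-corrected deviation score at least 3 library SD below zero, with starting fluorescence score within 5 deviations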;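 also: channel opened by trigger with iodide after compound preincubation; score built on the fluorescence ratio of max minus min over baseline; more negative score means more quench and so TMEM16A activation or potentiation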
# MrgX1 ag: human MrgX1 receptor agonism, primary screen; Q96LB2; MrgX1-HEK293 cells, Fluo-4 calcium fluorescence, agonist mode; stronger effect = higher value; B-score at 10 µM; 310,000 tested, 0.44% active;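 active = calcium response B-score plate-corrected fluorescence ratio at least 3 library SD, with starting fluorescence B-score inside 5 SD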
#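 Test system: HEK293 cells stably expressing human MrgX1 receptor; Input: fifteen thousand cells per well; Dosing: compound delivered in addition one of three; Schedule: overnight seeding, then 1 h dark dye loading; Technique: Fluo-4 NW calcium fluorescence; Measure: B-scored fluorescence response ratio; Controls: positive and negative controls per plate.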
# TRPC4 potent: allosteric potentiators of mouse TRPC4 channel; Q9QUQ5; HEK293 TRPC4beta/mu-opioid, DAMGO EC20, Fluo-4 Ca2+ flux; stronger effect = higher value; B-score at 10 µM; 310,000 tested, 0.42% active; AID 2227;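 active = B-score of calcium response area above 5 SD of library B-scores, with initial fluorescence ratio within 5 SD of library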;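 also: B-score of integrated fluorescence ratio over time as area under calcium response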
# The depositor's hits bear a star; i = inactive.
# Under each structure – ANO1 block | RGS4 inh | TRPC4 agonist | TMEM16A act | MrgX1 ag | TRPC6 act | MrgX1 allo act | TRPC4 block | TRPC6 inh | MrgX1 antag | TRPC4 potent
> Cn1ccsc1=NC(=O)c1cccc(OC(F)F)c1
→ i | i | i | i | i | i | i | i | i | i | i
> Cc1cc2oc(C(=O)NCc3ccc(S(N)(=O)=O)cc3)c(C)c2cc1C
→ i | i | i | i | i | i | i | i | i | i | i
> CC(=O)NN1C(=O)c2ccc(Oc3ccc([N+](=O)[O-])cc3)cc2C1=O
→ i | i | i | i | i | i | i | i | i | i | i
> O=C(c1cc2cc(Cl)ccc2oc1=O)N1CCCC1
→ i | i | i | i | i | i | i | i | i | i | i
> Cc1cc(NCCCn2ccnc2)n2c(nc3ccccc32)c1C#N
→ i | i | i | i | i | i | i | i | i | i | i
> Cc1cc2n(n1)C(c1cn(-c3ccccc3)nc1C)Nc1c(C)cccc1-2 (stereo not given)
→ i | i | i | i | i | i | i | i | i | i | i
> Cc1ccc2occ(C(c3nnnn3Cc3ccccc3)N3CCOCC3)c(=O)c2c1 (stereo not given)
→ i | i | i | i | i | i | i | i | i | i | i
> Cc1ccc(-c2c[n+](CC(=O)Nc3nc(-c4ccc(F)cc4)cs3)c3n2CCC3)cc1
→ i | i | i | i | i | i | i | -6* | i | i | i
> Cc1cc(NC(=O)COC(=O)C2CCCN2C(=O)c2cccs2)no1 (stereo not given)
→ i | i | i | i | i | i | i | i | i | i | i
> Cc1ccccc1NS(=O)(=O)c1ccc(C(=O)N2CCCC2)cc1
→ i | i | i | i | i | i | i | i | i | i | i
> CC(c1nnnn1C(C)(C)C)N(Cc1cccnc1)Cc1ccccc1Cl (stereo not given)
→ i | i | i | i | i | i | i | i | i | i | i
> CC(=O)c1ccc(N2CCN(Cc3nc4ccccc4[nH]3)CC2)cc1
→ i | i | i | i | i | i | i | i | i | i | i
> NNC(=O)c1cccc(Cn2cc(Br)c([N+](=O)[O-])n2)c1
→ i | i | i | i | i | i | i | i | i | i | i
> O=S(=O)(NCC(c1cccnc1)N1CCN(Cc2ccccc2)CC1)c1cc(F)ccc1F (stereo not given)
→ i | i | i | i | i | i | i | i | i | i | i
> CCOC(=O)CC(NC(C)=O)c1ccc([N+](=O)[O-])cc1 (stereo not given)
→ i | i | i | i | i | i | i | i | i | i | i
> Cc1ccc(NNC(=O)c2cccs2)cc1Cl
→ i | i | i | i | i | i | i | i | i | i | i
> CCN1CCCC1CNC(=O)c1ccc2c(c1)N(Cc1ccccc1F)C(=O)c1ccccc1S2(=O)=O (stereo not given)
→ i | i | i | i | i | i | i | i | i | i | i
> O=C1c2ccccc2C(=O)N1OS(=O)(=O)c1ccc(F)cc1
→ i | i | i | i | i | i | i | i | i | i | i
> O=c1c2[nH]c3ccccc3c2nc2n1CCS2
→ i | i | i | i | i | i | i | i | i | i | i
> CC(=O)CSc1ncnc2scc(-c3ccc(F)cc3)c12
→ i | i | i | i | i | i | i | i | i | i | i
> CC1CN(C(=O)COC(=O)c2ccccc2O)CC(C)O1 (stereo not given)
→ i | i | i | i | i | i | i | i | i | i | i
> CCN1CC(CN(C)Cc2cn(-c3ccc(C)cc3)nc2-c2ccc(F)cc2)CC1=O (stereo not given)
→ i | i | i | i | i | i | i | i | i | i | i
> O=C(CCCCCN1C(=O)C2C3C=CC(C3)C2C1=O)Nc1nccs1 (stereo not given)
→ i | i | i | i | i | i | i | i | i | i | i
> CCOc1ccc(CN2CCN(Cc3ccc(C)o3)CC2CCO)cc1 (stereo not given)
→ i | i | i | i | i | i | i | i | i | i | i
> Cc1c(OCC(=O)N2CCN(c3ccccc3)CC2)ccc2c3c(c(=O)oc12)CCCC3
→ i | i | i | i | i | i | i | i | i | i | i
> NC(=O)c1ccc(-c2ccc(Br)cc2)o1
→ i | i | i | i | i | i | i | i | i | i | i
> O=C(C1CCCN(S(=O)(=O)c2cccs2)C1)N1CCN(C2CCCCC2)CC1 (stereo not given)
→ i | i | i | i | i | i | i | i | i | i | i
> O=C(NCCN1CCOCC1)c1ccc2c(c1)N(Cc1ccccc1F)C(=O)CS2
→ i | i | i | i | i | i | i | i | i | i | i
> O=C(NCc1ccccc1)NC(=O)c1ccccc1F
→ i | i | i | i | i | i | i | i | i | i | i
> O=C(O)CN1C(=O)CC(c2ccccc2)CC1=O
→ i | i | i | i | i | i | i | i | i | i | i
> O=C1c2cccc3c([N+](=O)[O-])ccc(c23)C(=O)N1CCc1ccccn1
→ i | i | i | i | i | i | i | i | i | i | i
> O=C(NC1CCCCCC1)C1CCN(S(=O)(=O)c2ccc(F)cc2)CC1
→ i | i | i | i | i | i | i | i | i | i | i
> CN(C)S(=O)(=O)Nc1ccc(C(=O)O)cc1
→ i | i | i | i | i | i | i | i | i | i | i
> CC1CCN(c2nc3ccccc3nc2C(C#N)C(=O)OC2CCCCC2)CC1 (stereo not given)
→ i | i | i | i | i | i | i | i | i | i | i
> CCOc1ccc(CC2CCC(=O)NC2=O)cc1 (stereo not given)
→ i | i | i | i | i | i | i | i | i | i | i
> O=C(Nc1cccn(Cc2c(Cl)cccc2Cl)c1=O)c1ccc(Cl)cc1
→ i | i | i | i | i | i | i | i | i | i | i
> CCCS(=O)(=O)N1CCN(C(=O)c2cccc(OC)c2)CC1
→ i | i | i | i | i | i | i | i | i | i | i
> CCOC(=O)c1ccc(NC(=O)CSc2ccc(-c3cccnc3)nn2)cc1
→ 25* | i | i | i | i | i | i | i | i | i | i
> CCN(CC)CCCN1C=C2C(=O)C(C)(OC(=O)CCC(=O)OC)C(=O)C(Br)=C2C=C1c1ccc(OC)cc1 (stereo not given)
→ i | i | i | i | i | i | i | i | i | i | i
> C=CCn1c(CCCNC(=O)c2ccccc2OC)nc2ccccc21
→ i | i | i | i | i | i | i | i | i | i | i
> O=C(NC(NC(=S)Nc1ccc(Cl)c(Cl)c1)C(Cl)(Cl)Cl)c1ccco1 (stereo not given)
→ 100* | i | i | i | i | i | i | i | i | i | i
> CCCN1CCc2c(sc(NC(=O)c3ccc(S(=O)(=O)N4CCCC4)cc3)c2C(N)=O)C1
→ i | i | i | i | i | i | i | i | i | i | i
> COc1ccc(/C=N/Nc2nc(C)nc(N)n2)cc1
→ i | i | i | i | i | i | i | i | i | i | i
> O=C(CCCc1ccccc1)Nc1ccc2c(c1)OCCO2
→ i | i | i | i | i | i | i | i | i | i | i
> C#Cc1ccc([C@@H]2C=C(C(=O)N3CCOCC3)O[C@H](OCC)[C@H]2CCCO)cc1
→ i | i | i | i | i | i | i | i | i | i | i
> Cc1ccc([N+](=O)[O-])cc1-c1ccc(/C=C(\C#N)c2[nH]nc(N)c2C#N)o1
→ i | i | i | i | i | i | i | i | i | i | i
> COC1CCCN(C(=O)c2ccc(OC3CCN(CCc4ccccc4)CC3)cc2)C1 (stereo not given)
→ i | i | i | i | i | i | i | i | i | i | i
> CCCCOc1cc(C)nc(NCc2ccccc2)n1
→ i | i | i | i | i | i | i | i | i | i | i
> CC(=O)Nc1ccc(S(=O)(=O)NC2CCS(=O)(=O)C2)cc1Cl (stereo not given)
→ i | i | i | i | i | i | i | i | i | i | i
> O=C(Nc1ccccc1C(F)(F)F)N1CCCC1c1cccnc1 (stereo not given)
→ i | i | i | i | i | i | i | i | i | i | i
> COCC1CCN(C(=O)C2CCC(=O)N(CCc3ccc(Cl)cc3)C2)CC1 (stereo not given)
→ i | i | i | i | i | i | i | i | i | i | i
> CCOc1ccccc1-n1c(SCC(=O)NC2CCCC2)nnc1-c1ccoc1C
→ i | i | i | i | i | i | i | i | i | i | i
> CCCCn1c(N)c(N(CC(C)C)C(=O)c2cc(-c3ccc(F)cc3)nc3ccccc23)c(=O)[nH]c1=O
→ i | i | i | i | i | i | i | i | i | i | i
> Cc1ccc(S(=O)(=O)N(C)C)cc1NC(=O)C1CCCN(C(=O)c2ccc(Cl)cc2)C1 (stereo not given)
→ i | i | i | i | i | i | i | i | i | i | i
> CCCCCCCC1CC(CSC(=N)N)OC1=O (stereo not given)
→ i | i | i | i | 41* | i | i | i | i | i | i
> Cc1noc(/C=C/N(C)C)c1S(=O)(=O)N1CCC(C(=O)NC(C)(C)C)CC1
→ i | i | i | i | i | i | i | i | i | i | i
> CNc1oc(C)nc1S(=O)(=O)c1ccccc1
→ i | i | i | i | i | i | i | i | i | i | i
> Cc1cc(OCC(O)CN2CCCC2)ccc1C(C)C (stereo not given)
→ i | i | i | i | i | i | i | i | i | i | i
> CCn1c(CSCc2c(Cl)cccc2Cl)n[nH]c1=S
→ i | i | i | i | i | i | i | i | i | i | i
> C=C(C)COc1ccc(-c2nc(N)ncc2-c2ccc(Br)cc2)c(O)c1
→ i | i | i | i | i | i | i | i | i | i | i

# Other results follow:
# Under each structure – ANO1 block | RGS4 inh | TRPC4 agonist | TMEM16A act | MrgX1 ag | TRPC6 act | MrgX1 allo act | TRPC4 block | TRPC6 inh | MrgX1 antag | TRPC4 potent
> COc1ccc(-n2nc3c(c2NC(=O)Cc2cccc(C)c2)CS(=O)C3)cc1 (stereo not given)
→ i | i | i | i | i | i | i | i | i | i | i
> O=C(Cn1ncc2c3ccccc3n(Cc3cccc(Cl)c3)c2c1=O)NCc1ccccn1
→ i | i | i | i | i | i | i | i | i | i | i
> CC(=O)NC(Cc1c[nH]c2ccccc12)C(=O)OCC(=O)Nc1cc(C)on1 (stereo not given)
→ i | i | i | i | i | i | i | i | i | i | i
> Clc1ccccc1/C=C/c1nc(-c2cccnc2)no1
→ i | i | i | i | i | i | i | i | i | i | i
> Nc1ccc(Nc2nc(-c3ccncc3)cs2)cc1
→ i | i | i | i | i | i | i | i | i | i | i
> COc1cccc(N2CCN(C(=O)Nc3ccccc3Cl)CC2)c1
→ i | i | i | i | i | i | i | i | i | i | i

# No enrichment for hits. About 5.8% of those tested had a hit in this group.
